S100A4 MyoIIA: blocks human S100A4 binding to myosin IIA peptide; P26447; S100A4/TAMRA-MyoIIA peptide fluorescence polarization; inhibition, % at 10.7 µM; actives 0.14% (n = 360,000); AID 652163;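 active = mean inhibition of at least 70% across replicates, with every replicate also reaching that level; inconclusive = mean inhibition reaches 70% but some replicates fall short; inactive = mean inhibition below 70%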
Target sequence (P26447 whole entry, looked up): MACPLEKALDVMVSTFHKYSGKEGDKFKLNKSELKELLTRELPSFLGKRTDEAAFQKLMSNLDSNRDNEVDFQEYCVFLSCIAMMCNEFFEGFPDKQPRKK
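Material: S100A4 monomer (human). Medium: Calcium-containing HEPES buffer, pH 7.2. Probe or stimulus: labelled myosin peptide probe, 5 nM. Compound dosing: one concentration per compound. Timing: polarization read 5 min after assay mix addition, stable 5–60 min. Benchmarks: DMSO as neutral control, TFP as positive control.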
XiGFP reactiv: reactivates the inactive X chromosome in mouse fibroblasts; XiGFP mouse fibroblasts, % GFP-positive cells imaging, 3 d; cells co-treated with 5-aza-dC sensitizer; scaled so ellipticine positive control = 100%; activation, % at 7.58 µM; actives 0.055% (n = 360,000); AID 743238;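 active = mean normalized replicate activation at least 10% and every replicate at or above 10%; inconclusive = only one of the two criteria met; inactive = mean below 10% and not all replicates reach 10%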;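 note: 0% = median of on-plate neutral control wells and 100% = ellipticine 6 µM median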
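Material: XiGFP fibroblasts, SV40-immortalized; Buffer or medium: DMEM containing 5-aza-dC; Compound dosing: single point; Times: 3 days compound exposure.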
RAD54 branch: RAD54 (human) branch migration inhibition | AID 602329 | Q92698 | RAD54 Holliday junction branch migration, FAM/BHQ fluorescence | inhibition, % at 10.4 µM | actives 0.14% (n = 360,000);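 active = mean normalized replicate activity at least 40 and at least half of replicates scoring 40 or more; inconclusive = only one of the two criteria met; inactive = mean below 40 and under half of replicates reaching 40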;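 note: 0% = median of neutral control wells and 100% = median of positive control wells; inhibitors cause a drop in the FAM fluorescence signal; in these data hits start at about 50%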
Target sequence (Q92698 whole entry, looked up): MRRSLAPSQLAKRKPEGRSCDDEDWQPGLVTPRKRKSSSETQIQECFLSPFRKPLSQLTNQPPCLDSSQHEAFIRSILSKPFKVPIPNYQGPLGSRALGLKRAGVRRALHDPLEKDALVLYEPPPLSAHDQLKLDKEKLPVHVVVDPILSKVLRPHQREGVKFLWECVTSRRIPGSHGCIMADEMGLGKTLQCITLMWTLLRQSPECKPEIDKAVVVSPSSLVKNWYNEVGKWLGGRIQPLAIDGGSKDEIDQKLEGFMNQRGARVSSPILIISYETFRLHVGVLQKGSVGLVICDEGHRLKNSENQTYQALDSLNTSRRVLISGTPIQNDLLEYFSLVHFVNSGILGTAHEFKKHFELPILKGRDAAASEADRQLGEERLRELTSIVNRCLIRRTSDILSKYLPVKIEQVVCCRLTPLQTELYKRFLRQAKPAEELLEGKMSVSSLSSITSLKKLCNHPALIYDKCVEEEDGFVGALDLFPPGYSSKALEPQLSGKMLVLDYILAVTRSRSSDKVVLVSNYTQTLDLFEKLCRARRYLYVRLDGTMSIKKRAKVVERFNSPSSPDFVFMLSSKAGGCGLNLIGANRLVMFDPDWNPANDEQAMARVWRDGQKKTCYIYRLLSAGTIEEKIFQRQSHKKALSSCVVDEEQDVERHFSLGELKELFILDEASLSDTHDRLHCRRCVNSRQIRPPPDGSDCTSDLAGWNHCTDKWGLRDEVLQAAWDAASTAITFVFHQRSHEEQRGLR
RAD52 anneal inh: RAD52 (human) annealing inhibition; P43351; recombinant RAD52 DNA annealing, FRET fluorescence; inhibition, % at 18.7 µM; actives 0.46% (n = 360,000); AID 651710;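 active = every replicate showing at least 50% inhibition; inconclusive = mean inhibition at least 50% but not in every replicate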
esBAF inh: inhibitors of esBAF chromatin remodeling in mouse ES cells | Bmi1-luciferase knock-in reporter, 24 h; 100% = twice the neutral-well signal | reporter increase, % at 12.5 µM | actives 2% (n = 350,000) | AID 602393; in the data active = activation above about 40%; inconclusive = no clear call, values can overlap the other calls;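 note: 0% = median of the plate's neutral control wells and 100% = double that signal; a rise in the Bmi1 reporter signal indicates esBAF inhibition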
ERp5 block: blocks human ERp5 reductase activity on insulin | AID 651711 | ERp5 insulin aggregation, absorbance 650 nm, 90 min | Q15084 | inhibition, % at 9.99 µM | actives 0.05% (n = 350,000);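 active = mean replicate inhibition above about 25%, with every replicate also reaching it, limit read from the data, passing the limit was not always enough; inconclusive = only one of those two criteria met; inactive = neither criterion met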
ERAP1 HTS inh: inhibitors of human ERAP1 aminopeptidase; Q9NZ08; recombinant ERAP1, Leu-AMC fluorescence, 60 min; AID 652197; inhibition, % at 10.7 µM; actives 0.15% (n = 340,000);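 active = mean replicate inhibition of at least 30%, or all replicates individually reaching that 30% level; inactive = mean below 30% and not every replicate reaching it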;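 note: 0% = neutral control wells and 100% = L-leucinethiol positive control wells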
E-selectin induc: E-selectin induction on HUVECs; P16581; HUVEC E-selectin immunofluorescence imaging; normalized: neutral wells 0, TNF-alpha wells 100; AID 686992; actives 0.37% (n = 260,000); activation, % at 7.58 µM;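 active = mean E-selectin-positive cell signal at least 10% of the positive control, reached in at least 60% of replicates, without over 20% cell loss; inconclusive = no rule given, readout overlaps actives, possibly toxicity-flagged; inactive = the rest, including those meeting only one limit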;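 note: in these data hits start at about 27%; measured in HUVEC primary endothelial cells; signal is the percent of cells scored E-selectin positive by PE staining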
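System: HUVEC / Compound: single concentration / Signal: immunofluorescence imaging / Read-out: percent E-selectin-positive cells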
Active calls of the source: *; ? = inconclusive; . = not tested or not shown.

Values run as follows: S100A4 MyoIIA	XiGFP reactiv	RAD54 branch	RAD52 anneal inh	esBAF inh	ERp5 block	ERAP1 HTS inh	E-selectin induc
CO[C@@H]1CN(C)C(=O)c2ccc(NC(=O)C3CC3)cc2OC[C@H](C)N(C(=O)c2ccccn2)C[C@H]1C
 : 9.9	0.6	3.0	-10.2	-0.4	8.2	0.5	0.0
O=C(CSC(=S)N1CCOCC1)Nc1nccs1
 : 1.9	0.0	.	-10.9	.	6.5	.	-1.0
O=C(NN1C(=O)C2C3CCC(O3)C2C1=O)c1ccco1 (configuration not stated)
 : -3.7	-0.1	4.1	-2.2	-4.4	2.7	1.9	.
CCCNC(=O)N(C)C[C@H]1Oc2ncc(-c3ccc(F)cc3)cc2C(=O)N([C@H](C)CO)C[C@@H]1C
 : 3.1	-0.1	1.7	8.8	-3.8	1.1	3.8	1.9
C[C@@H]1CN([C@@H](C)CO)C(=O)c2cc(NS(=O)(=O)c3ccccc3)ccc2O[C@@H](C)CCCCO[C@@H]1CN(C)C(=O)Nc1ccccc1
 : -26.3	0.2	-3.4	-16.7	-0.9	-0.7	0.2	.
O=C(Cc1cccc(NC(=O)C2CCCN(C(=O)C3CC3)C2)c1)Nc1cccc(C(=O)N2CCOCC2)c1 (configuration not stated)
 : 7.1	.	5.8	2.9	-0.8	6.2	8.2	0.0
CC(C)c1nc2c(c(=O)n(C)c(=O)n2C)n1C
 : -1.0	0.1	.	6.0	.	3.7	0.2	8.3
Cc1ccc(S(=O)(=O)N2[C@@H](c3ccc(Br)cc3)C(C(=O)O)=CC[C@H]2c2ccc(Cl)c(Cl)c2)cc1
 : -5.8	0.2	1.5	-14.8	1.1	3.9	15.8	-0.9
CCCCNS(=O)(=O)c1cccc(NC(=O)[C@H]2C[C@H](O)[C@@H](CO)O2)c1
 : 3.1	0.2	1.8	0.5	-9.6	-0.8	2.7	-0.4
COc1ccc(/C=C2\C(=N)N3N=C(CC(=O)N4CCCCC4)SC3=NC2=O)cc1
 : -10.7	0.3	-0.7	-33.1	-8.2	1.9	4.1	.
CCS(=O)(=O)N1CCC2(CC1)CN(C(=O)Nc1cccc(F)c1)[C@@H](CO)c1c2c2ccc(OC)cc2n1C
 : 2.8	0.3	.	13.7	.	0.1	4.5	0.0
O=C(N[C@@H]1CC[C@@H](CCNC(=O)c2cnccn2)O[C@H]1CO)c1ccc2c(c1)OCO2
 : -3.0	-1.2	6.1	-11.0	-2.9	-5.9	-0.7	0.2
CCOC(=O)c1[nH]ncc1CN1CCC(Cc2ccccc2)(C(=O)OCC)CC1
 : 1.5	0.1	-6.8	-7.6	.	3.0	.	1.5
O=C(Nc1ccc2c(c1)[C@@H]1C[C@@H](CC(=O)N3CCCCC3)O[C@H](CO)[C@@H]1O2)C1CCOCC1
 : -3.4	0.1	24.1	11.7	-7.2	0.1	3.1	0.7
S=C(Nc1ccccc1)N1CCN(c2ccc(N3CCOCC3)nn2)CC1
 : 2.0	0.0	.	-4.4	.	0.1	-1.7	.

Two successive compounds already listed, for reference:
Values run as follows: S100A4 MyoIIA	XiGFP reactiv	RAD54 branch	RAD52 anneal inh	esBAF inh	ERp5 block	ERAP1 HTS inh	E-selectin induc
CCCNC(=O)N(C)C[C@H]1Oc2ncc(-c3ccc(F)cc3)cc2C(=O)N([C@H](C)CO)C[C@@H]1C
 : 3.1	-0.1	1.7	8.8	-3.8	1.1	3.8	1.9
C[C@@H]1CN([C@@H](C)CO)C(=O)c2cc(NS(=O)(=O)c3ccccc3)ccc2O[C@@H](C)CCCCO[C@@H]1CN(C)C(=O)Nc1ccccc1
 : -26.3	0.2	-3.4	-16.7	-0.9	-0.7	0.2	.

Remaining list, next part:
Values run as follows: S100A4 MyoIIA	XiGFP reactiv	RAD54 branch	RAD52 anneal inh	esBAF inh	ERp5 block	ERAP1 HTS inh	E-selectin induc
C=CCn1c(CCSCc2ccccc2)n[nH]c1=S
 : 1.1	-0.1	.	-4.8	-6.3	-1.0	7.6	-0.1
Cc1ccccc1-c1ccc([C@@H]2[C@H](CO)N3CCCCN(CC4CCOCC4)C[C@@H]23)cc1
 : 3.0	0.0	1.5	27.2	.	6.2	-0.6	-0.2
O=C(NCc1ccc2c(c1)OCO2)c1cccc2c1C(=O)N(C1CCCCC1)C2
 : -2.1	0.0	-5.4	-3.9	9.2	3.4	3.9	.
O=C(C1CC(=O)N(C2CCCCC2)C1)N1CCN(c2cccc(C(F)(F)F)c2)CC1 (configuration not stated)
 : -10.2	0.1	13.4	-19.4	-0.6	4.6	-2.3	-0.4
CCC1Sc2ccc(S(=O)(=O)CCC(=O)Nc3ccccc3Cl)cc2NC1=O (configuration not stated)
 : 6.6	0.0	2.8	-1.9	0.8	-5.9	-0.4	.
C[C@H]1CN([C@@H](C)CO)C(=O)c2cccc(NS(=O)(=O)c3cn(C)cn3)c2O[C@H]1CN(C)C(=O)Nc1ccccc1
 : 0.9	0.0	4.2	-6.2	-8.2	6.5	-2.0	0.2
O=C(CSc1ccc(-c2ccccn2)nn1)NCc1ccc(F)cc1
 : 4.9	0.1	.	-25.1	.	6.1	-3.4	6.5
CCN(CC(=O)NCc1ccc(Cl)cc1)C(=O)/C=C/c1cccs1
 : -2.2	0.0	5.4	-7.5	2.3	7.9	5.2	0.1
CCCCCOc1ccc(C(=O)CCN2CCOCC2)cc1
 : -1.8	-0.1	-3.6	-10.3	3.3	-0.1	-1.2	.
COc1ccc(CCNC(=O)CSCc2ccc(Cl)cc2)cc1OC
 : 2.2	-0.3	.	-10.9	.	-2.9	2.0	-2.3
COc1cc(NC(=O)COC(=O)c2cnc(C)cn2)c(C)cc1[N+](=O)[O-]
 : -3.3	0.2	4.3	2.8	-2.2	4.2	-1.6	-0.1
CC1=NN(C(=O)c2ccc(Cl)cc2)C(O)(c2ccccc2)C1 (configuration not stated)
 : -0.7	0.2	-2.0	-22.7	-2.7	2.6	.	0.1
COc1ccc(NC(=O)c2ccc(Cl)nc2)cc1S(=O)(=O)N1CCOCC1
 : -5.7	0.2	9.4	-7.9	3.0	-2.5	-1.5	.
CCCCCCC12C(=Cc3cc4c(cc31)OCCO4)c1cc(OC)c(OC)cc1C(CC(=O)O)N2C(=O)OC (configuration not stated)
 : 0.0	0.0	.	-8.3	.	1.6	5.4	-0.1
C[C@@H]1CN([C@H](C)CO)C(=O)Cc2cc(NS(=O)(=O)c3ccccc3)ccc2O[C@H]1CN(C)CC1CC1
 : 13.9	-0.8	-2.5	12.8	5.5	0.3	-0.2	.
COc1ccc(C)cc1Nc1ccc(C(=O)O)cc1[N+](=O)[O-]
 : -0.2	0.1	.	-1.5	.	2.9	5.7	2.1
O=C(NC(=S)N1CCc2ccccc21)c1ccccc1Br
 : .	0.3	-2.8	.	14.5	.	.	-0.5
O=C(NCc1ccccc1Cl)c1ccc2nc[nH]c2c1
 : 2.3	0.0	.	-24.4	.	-2.8	1.9	0.1
O=C(O)C(=O)Nc1ncn[nH]1
 : -13.5	0.3	8.7	-10.9	-2.6	-4.8	-2.6	-0.6
CSc1ccccc1C(=O)NCCOc1cccc(C)c1
 : -1.2	-0.1	.	-13.3	-4.6	4.4	1.5	6.8
C[C@@H]1CN([C@@H](C)CO)C(=O)c2cc(N(C)C)ccc2O[C@H]1CN(C)S(=O)(=O)c1ccc(Cl)cc1
 : -0.4	-0.4	-3.4	-0.8	-4.1	-3.6	0.3	.
CCc1ccc(/C=C2\SC(=S)N(CCC(=O)NCCCN3CCOCC3)C2=O)cc1
 : -8.2	0.0	5.5	-4.8	18.0	3.1	2.3	-0.8
COc1ccccc1-c1c(C)nn2c(N3CCC(C(N)=O)CC3)cc(C)nc12
 : 0.5	-0.2	-5.0	-13.6	-0.5	-1.9	7.1	-0.1
CO[C@@H](CN(C)C(=O)c1ccc2c(c1)OCO2)[C@@H](C)CN([C@H](C)CO)S(=O)(=O)c1ccc(F)cc1
 : -8.6	-0.1	-5.8	-5.6	-0.6	5.0	0.0	0.0
Cc1ccc(S(=O)(=O)N2CCOCC2)cc1NC(=O)COC(=O)CCn1c(C)csc1=O
 : 9.2	0.0	-5.0	-19.7	.	2.0	-2.8	-0.1
CO[C@H]1CN(C)C(=O)c2ccc(NC(=O)Nc3ccc(F)cc3)cc2OC[C@@H](C)NC[C@@H]1C
 : -4.3	0.2	3.3	15.2	4.0	-2.2	-9.0	-0.1
Nc1ccc(N2C(=O)c3ccccc3C2=O)c(Cl)c1
 : 2.1	0.5	16.7	-7.4	-3.4	0.1	1.5	-0.2
C/C=C/c1cnc2c(c1)C(=O)N([C@@H](C)CO)C[C@H](C)[C@@H](CN(C)CC1CCOCC1)O2
 : 8.1	0.0	3.5	-0.6	-2.9	-1.0	-1.6	0.5
Cc1ccc(NC(=O)NCCCCc2ccccc2)cc1
 : -3.6	0.3	-2.1	-15.3	.	9.8	2.4	.
Cc1cc(/C(N)=N/OC(=O)Nc2ccc(Cl)cc2)no1
 : -5.4	0.1	0.1	-10.8	?	1.4	2.6	.
Cc1cc(C)c(C#N)c(SCc2nnc(-c3ccccc3)o2)n1
 : 2.4	0.0	8.5	-9.7	-65.2	1.1	-0.3	.
COc1cccc(NC(=O)N(C)C[C@H]2OCc3cnnn3CCCC(=O)N([C@@H](C)CO)C[C@@H]2C)c1
 : 9.1	-0.5	6.6	1.8	0.6	-1.5	-0.5	0.0
CCOc1ccc(N2C(=O)CC(NCCc3ccncc3)C2=O)cc1 (configuration not stated)
 : 4.7	.	4.4	-13.9	-2.0	1.2	3.0	.
CCCCn1c(N)c(N(CC(C)C)C(=O)CSc2nnc(C)n2-c2ccc(OC)cc2)c(=O)[nH]c1=O
 : 1.1	0.2	.	-3.3	-7.1	1.8	2.3	.
C[C@@H]1CN([C@@H](C)CO)C(=O)c2cc(NC(=O)c3ccncc3)ccc2O[C@@H](C)CCCCO[C@H]1CN(C)C
 : 25.3	0.0	-2.6	-31.0	-5.1	-0.5	-1.8	0.1
C[C@@H]1CN([C@@H](C)CO)C(=O)Cc2cc(NC(=O)C3CC3)ccc2O[C@@H]1CN(C)Cc1ccc(Oc2ccccc2)cc1
 : -2.9	0.0	4.4	6.5	5.6	-2.5	3.0	-2.4
CCn1c(SCC(=O)NC2CCCC2)nnc1-c1c[nH]c2ccccc12
 : -17.7	0.3	-10.1	3.8	-2.6	4.5	3.8	1.6
COc1ccc(NC(=O)CSc2nc3sc(C)cc3c(=O)n2C)c(OC)c1
 : 5.8	0.0	7.0	-6.4	-10.9	-0.7	0.9	-0.3

Profiles, quoted from the list.
Shown for CSc1ccccc1C(=O)NCCOc1cccc(C)c1 = S100A4 MyoIIA = -1.2; XiGFP reactiv = -0.1; RAD54 branch = .; RAD52 anneal inh = -13.3; esBAF inh = -4.6; ERp5 block = 4.4; ERAP1 HTS inh = 1.5; E-selectin induc = 6.8
Shown for CCCCNS(=O)(=O)c1cccc(NC(=O)[C@H]2C[C@H](O)[C@@H](CO)O2)c1 = S100A4 MyoIIA = 3.1; XiGFP reactiv = 0.2; RAD54 branch = 1.8; RAD52 anneal inh = 0.5; esBAF inh = -9.6; ERp5 block = -0.8; ERAP1 HTS inh = 2.7; E-selectin induc = -0.4

Assay outcomes from PubChem.
